PNC assembly inh: inhibitors of perinucleolar compartment assembly | PC3M PTB-GFP, PNC prevalence imaging, 16 h; hits give low values | activity change (PNC), negative = inhibition, % at 10 µM | hit rate 3.1% among 140,000 | AID 2417;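 active means readout at or below -70, meaning at least 70% loss of cells showing the perinucleolar compartment, a nuclear body marking cancer cells; inconclusive means readout between -30 and a set limit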;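 further: plate controls were DMSO wells for no effect and camptothecin positive control wells for full effect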
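PC3M cells stably expressing PTB-GFP, 750–1000 cells/well, treated 16 h at 37 °C with compound (23 nl of library stock), in duplicate. After paraformaldehyde fixation and Hoechst stain, imaged at 20x; PNC prevalence scored by image analysis.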
12-hLO inh: 12-hLO (ALOX12) enzyme inhibition. Potency, µM (top dose mostly 57.1 µM), for the others: at the top dose activity change, negative = inhibition, most hits filed as inhibitors. hit rate 0.12% among 150,000. P18054. purified 12-hLO, xylenol orange hydroperoxide absorbance; further: potency means the concentration at half of the fitted maximal effect; nearly all actives have a fitted effect of over 55% in size; many of its hits are not listed in these tables
Target sequence (P18054 whole entry, looked up): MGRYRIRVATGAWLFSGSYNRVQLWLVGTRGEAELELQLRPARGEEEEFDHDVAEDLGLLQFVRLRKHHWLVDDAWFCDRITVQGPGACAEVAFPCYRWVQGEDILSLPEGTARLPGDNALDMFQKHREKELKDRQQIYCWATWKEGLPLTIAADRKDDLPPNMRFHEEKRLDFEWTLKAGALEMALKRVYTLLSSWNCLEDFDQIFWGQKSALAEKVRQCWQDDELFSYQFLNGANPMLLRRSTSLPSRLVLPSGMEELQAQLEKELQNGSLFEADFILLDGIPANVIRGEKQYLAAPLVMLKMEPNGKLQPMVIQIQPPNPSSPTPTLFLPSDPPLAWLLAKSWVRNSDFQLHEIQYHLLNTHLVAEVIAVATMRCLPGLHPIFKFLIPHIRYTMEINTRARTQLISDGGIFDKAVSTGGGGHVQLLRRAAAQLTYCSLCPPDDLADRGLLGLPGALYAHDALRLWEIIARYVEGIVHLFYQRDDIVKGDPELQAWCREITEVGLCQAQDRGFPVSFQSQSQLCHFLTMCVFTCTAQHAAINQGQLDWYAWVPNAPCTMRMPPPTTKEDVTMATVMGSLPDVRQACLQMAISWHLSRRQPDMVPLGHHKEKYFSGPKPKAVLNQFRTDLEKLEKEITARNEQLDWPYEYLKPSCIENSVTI
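150 nM 12hLO, 25 mM Hepes pH 7.0 + 0.01% Triton X-100; cpd preinc 15 min RT; 40 uM arachidonic acid, 30 min RT; Fe-XO 30 min; A573/A405 ratio as read-out.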
ALOX15B inhib: inhibitors of human 15-lipoxygenase 2 (ALOX15B); Potency, µM (highest dose often 57.1 µM), inactives show at the top dose activity change, negative = inhibition, usual class: inhibitors; O15296; hit rate 0.56% among 110,000; purified 15hLO-2, xylenol orange hydroperoxide absorbance; further: potency means the concentration at half of the fitted maximal effect; nearly all actives have a fitted effect of over 60% in size; many of its hits are not listed in these tables
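Screening format was qHTS against 50 nM purified 15hLO-2 in Hepes pH 7.5 with detergent. Activity follows hydroperoxide formation from 45 uM arachidonic acid, measured as 573:405 nm absorbance ratio of the ferric-xylenol orange complex.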
IMPase cell inh: IMPase inhibition in cells. P97697. CHO-M1 cells, IP1 accumulation, HTRF TR-FRET ratio. inhibition (IP1 accumulation), % at 46.1 µM. 120,000 tested, under 10 active; active means well fitted curve in the direction sought with a large enough effect in the signal ratio, not every such curve was filed as active; inconclusive means small, poorly fitted or top-dose-only effect, or a change in a side signal; inactive means no such curve, though single readings can be large or run the other way; the % refers to the signal ratio;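 further: cells stimulated with carbachol in lithium chloride buffer; plate controls were DMSO basal wells for no effect and reference inhibitor wells for full effect; higher means more IMPase inhibition seen as more IP1 and lower FRET ratio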
Target sequence (P97697 whole entry, looked up): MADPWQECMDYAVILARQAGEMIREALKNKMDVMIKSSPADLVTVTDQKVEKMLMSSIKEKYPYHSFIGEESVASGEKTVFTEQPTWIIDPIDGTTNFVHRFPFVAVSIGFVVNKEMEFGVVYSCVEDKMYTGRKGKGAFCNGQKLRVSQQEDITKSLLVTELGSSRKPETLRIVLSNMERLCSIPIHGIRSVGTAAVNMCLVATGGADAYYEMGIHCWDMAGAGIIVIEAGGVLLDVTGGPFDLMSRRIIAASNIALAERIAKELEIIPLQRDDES
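Seeded CHO-M1 cells were dosed with compound at up to 46 uM, stimulated with carbachol for 30 min, then lysed in IP-One detection reagents. Higher IP1 lowers the TR-FRET signal.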
Starred values were filed as active, the others as inactive; ? = inconclusive; . = not tested or not shown; [ ] = dose if it differs, or a comment. Unless noted, the call rests on the fitted dose curve; in most records, active means well fitted curve in the direction sought with a large enough effect; inconclusive means small, poorly fitted or top-dose-only effect, or another doubt; inactive means no such curve, though single readings can be large; an effect the other way counts as inactive or inconclusive. Unless noted, on the % scale 0 is the no-effect control and ±100 the full control effect. Only part of the results is shown; rates above refer to the full screens.

SMILES	PNC assembly inh	12-hLO inh	ALOX15B inhib	IMPase cell inh
CC1=C(C(=O)Nc2ccccc2F)C(c2ccsc2)C2=C(CC(c3ccccc3)CC2=O)N1 (stereo not given)	0	-2%	-15%	5
Cc1ccn2cc(CCNC(=O)C3CCCCC3)nc2c1	0	-2%	3%	-1
CCSc1nnc(NC(=O)CCc2ccc(OC)cc2)s1	59	2%	.	.
CCN(CC)C(=O)C(=O)c1cccn1-c1cccc(-n2cccc2C(=O)C(=O)N(CC)CC)c1C#N	44	6%	-9%	5
Cc1ccnc(Nc2nc3ccccc3o2)n1	-3	5%	3%	-7
CCCN(C(=O)c1cccs1)c1nnc(-c2ccncc2)s1	31	-9%	-4%	2
COc1ccc(CC(=O)Nc2ccc(S(=O)(=O)Nc3nc(C)cc(C)n3)cc2)cc1	-11	3%	0%	2
CN(C)c1ccc(NC(=O)c2ccc([N+](=O)[O-])cc2Cl)cc1	16	-1%	.	.
O=C(O)/C(=C\c1ccncc1)c1cccc2ccccc12	.	2%[11.4 µM]	-5%[11.4 µM]	.
Cc1ccc(C(OCCN(C)C)c2cccc(C(F)(F)F)c2)cc1 (stereo not given)	-21	7%	.	.
Cc1cccc([N+](=O)[O-])c1C	.	-3%	3%	.
COCCOC(=O)c1c(C)oc2ccc(OC(=O)c3ccco3)cc12	44	3%	.	.
N=c1n(CC(=O)c2ccc([N+](=O)[O-])cc2)c2ccccc2n1Cc1ccccc1Cl	-88*	0%	.	.
CC1=CC(C)C2C(=O)N(CCCN(C)C)C(=O)C2C1 (stereo not given)	12	-2%	5%	6
CCC(=O)OCc1c(C(F)(F)F)nn(C)c1Oc1cccc(C(F)(F)F)c1	55	-3%	11%	7
COc1ccc2c(c1)Cc1sc(NC(=O)c3ccccc3)nc1-2	-13	-10%	10%	3
N#C/C(=C\c1cc([N+](=O)[O-])c(N2CCCCC2)cc1N1CCCCC1)c1nn(-c2ccccc2)c(N)c1C#N	80	-8%	-10%	5
COc1ccccc1C1CC(c2ccco2)=NN1c1ccccc1 (stereo not given)	32	-9%	.	-17
O=S(=O)(c1ccc(Oc2ncnc3scc(-c4ccccc4)c23)cc1)N1CCOCC1	34	-3%	-17%	10
CCOC(=O)CCCNC(=O)COC(=O)[C@@H]1CCCN1S(=O)(=O)c1ccc(Cl)cc1	16	4%	.	13
O=[N+]([O-])c1ccc2nc(SCc3ccccc3Cl)sc2c1	99	-2%	-11%	6
COc1ccc2nc(Nc3ccc4c(c3)OCO4)sc2c1	-18	0%	-17%	-1
N#Cc1ccc(OCC(=O)Nc2cc(S(=O)(=O)N3CCCCC3)ccc2N2CCCCC2)cc1	57	-1%	.	1
CC(C)C(=O)N1c2ccccc2NC2=C(C(=O)CCC2)C1c1ccc(N(C)C)cc1 (stereo not given)	-7	14%	2%	-8
Cc1c(NC(=S)Nc2ccccc2)c(=O)n(-c2ccccc2)n1C	?	1%	.	.
CCc1cc(C(=O)N=Nc2c(O)[nH]c3c(Br)cc(Br)cc23)c2ccccc2n1	-27	-1%	.	.
CC(Oc1ccccc1Cl)C(=O)N1CCOCC1 (stereo not given)	12	-5%	.	.
O=C(N/N=C/c1ccc(Br)s1)c1cccc([N+](=O)[O-])c1	-8	1%	.	.
COc1ccccc1CNC(=O)CN1CCC(n2cnc3cc(F)ccc32)CC1	26	1%	.	2
O=C(CN1CCSC1=NCc1ccccc1)c1ccc(Cl)cc1	3	-22%	.	12
OCC1OC([S-])[C@H](O)C(O)C1O.[Au+] (stereo not given in full)	.	-22%	?	.
O=C(Nc1ccccc1C(=O)OCC(=O)N1CCc2ccccc2C1)c1ccco1	6	0%	-3%	12
C=CCc1cccc(/C=N/NC(=O)CCC(=O)Nc2ccc(C)cc2)c1O	-1	5%	.	.
CCC(=O)N1CCc2cc(Br)cc(S(=O)(=O)CCC(=O)NCCc3ccccc3)c21	-15	6%	-5%	5
Cc1nc2c(-c3ccccc3)c(C)nn2c(C)c1CCC(=O)NC(C)CCc1ccco1 (stereo not given)	0	2%	12%	9
O=C(COc1ccc(Cl)cc1Br)NNC(=O)C(=O)N1CCCCC1	-18	-3%	6%	5
CCOC(=O)c1[nH]c(C)c(CN(CCc2ccc(OC)c(OC)c2)C(=O)CCCC(=O)O)c1C	30	-4%	-5%	4
CCOCC(=O)Nc1cc([N+](=O)[O-])ccc1C	-29	0%	.	13
CC1CCOC2(O1)C(=O)N(CN1CCN(c3ccccc3F)CC1)c1ccccc12 (stereo not given)	?	-5%	-1%	-2
O=C(NCc1cccs1)c1nc2ncccn2n1	17	-3%	-1%	5
O=C1c2ccccc2C(=O)N1CCOCCN1C(=O)c2ccccc2C1=O	?	1%	2%	0
COc1cccc(CC(=O)Nc2ccc3nc(C)sc3c2)c1	102	-1%	.	.
O=C(Nc1ccccc1N1CCCCC1)c1ncoc1-c1ccc(F)cc1	-9	0%	16%	1
COC(=O)[C@@H]1[C@@H]2C[C@H]3c4[nH]c5ccccc5c4CCN3C[C@@H]2CC[C@@H]1OS(=O)(=O)O	.	4%[11.4 µM]	-5%[11.4 µM]	.
CN1/C(=C/C2CC(=O)N(c3cccc4ccccc34)C2=O)C(C)(C)c2ccccc21 (stereo not given)	-7	-9%	-17%	4
CC(C)(C)NC(=O)CN(C(=O)CNS(=O)(=O)c1ccccc1)c1ccc2c(c1)OCCO2	?	-3%	-3%	1
COC(=O)c1cc2sc(Cl)cc2n1Cc1nc(-c2ccccc2)oc1C	-10	1%	15%	7
Cc1cc[n+](-c2[nH]c(=O)sc2/C=N/NC([S-])=Nc2ccccc2)cc1	-20	-1%	.	6
COc1ccc(-c2cc(C(=O)N3CCOCC3)c3cc(C)ccc3n2)cc1	36	-4%	-3%[2.29 µM]	-5
CC1(C)Cc2cccc(OCC(=O)Nc3cccnc3)c2O1	34	-4%	4%	8
COc1ccc(/C=C/c2ccncc2)cc1OC	-97*	-3%	.	?
Fc1ccc(CSc2nnc(Cc3sc(-c4ccccc4)nc3-c3ccccc3)o2)cc1	0	-8%	3%	-2
O=C(NCc1cccnc1)C1CCN(S(=O)(=O)c2cccs2)CC1	-1	-3%	0%	-2
C/C(=N/NC(=O)c1ccco1)c1cccc(NC(=O)c2ccc(C)s2)c1	?	3%	.	.
CC1CCCCN1c1nnc(N)s1 (stereo not given)	-3	-4%	5%	1
CC(C)c1ccccc1NC(=O)COC(=O)Cc1c[nH]c2ccccc12	?	-2%	.	.
CN1C(=O)CC(N2CCC(c3nc4ccccc4[nH]3)CC2)C1=O (stereo not given)	-24	-4%	4%	-1
C=CCn1c(COc2cccc(C)c2)nnc1SCC(=O)NC(=O)NCc1ccco1	19	-4%	7%[2.29 µM]	4
Cc1cccc(C)c1NC(=O)c1c(C)nn(-c2ccccc2)c1Cl	?	5%	6%[11.4 µM]	-2[1.84 µM]
O=C(Nc1ccccc1)N(CCc1nc2ccccc2[nH]1)C1CCCC1	7	1%	34%[activator]	1

Next part
SMILES	PNC assembly inh	12-hLO inh	ALOX15B inhib	IMPase cell inh
COc1cc(C)nc(N2CCCC(C(=O)Nc3cccc(Cl)c3Cl)C2)n1 (stereo not given)	-87*	-1%	1%	0
CCn1cnc2sc(C(=O)O)c(C)c2c1=O	27	2%	-4%	-2
COc1ccccc1-c1nccc(NCc2cnc(C)cn2)n1	.	-5%	?	.
COc1ccc2c(c1)cc(C(=O)O)n2C	46	2%	-1%	1
O=C(CN1CCN(c2ccc(F)cc2)CC1)OCc1ccccc1	?	3%	2%	-3
Cc1cccc(NC(=O)C2CCCN2C(=O)OCC(C)C)c1C (stereo not given)	195	2%	.	-7
COc1ccc(NC(=O)c2onc(C)c2Cl)cc1OC	26	-7%	3%	1
CCN(CC)S(=O)(=O)c1ccc(Cl)c(C(=O)Nc2nnc(C)s2)c1	-1	-1%	1%	0
COc1ccc(/C=C/C(=O)NCC(=O)N/N=C/c2cc(Br)ccc2OCc2ccccc2)cc1	?	4%	2%	0
O=C(Nc1ccc2c(c1)C(=O)N(CC1CCCO1)C2=O)c1ccccc1Br (stereo not given)	23	-3%	-5%	-7
CC1CC(C)CN(C(=O)CCNS(=O)(=O)c2ccc3c(c2)CCC(=O)N3)C1 (stereo not given)	17	-3%	.	.
O=[N+]([O-])c1ccc(CSCc2ccc(Cl)cc2)cc1	.	-7%[11.4 µM]	-8%[11.4 µM]	.
Cc1cc(-c2nc3ncccc3o2)ccc1N	313	?	.	?
CC12CCC(C(=O)N(NC(=O)c3ccccc3O)C1=O)C2(C)C (stereo not given)	1	1%	.	.
Cn1cccc1-c1cc(C(=O)O)[nH]n1	6	-5%	-5%	-3
COc1cccc2c1OC(=O)CC2c1ccccc1C (stereo not given)	.	-5%[0.00818 µM]	-1%[0.0915 µM]	.
Fc1ccc(-c2nnc3sc(C4COc5ccccc5O4)nn23)cc1 (stereo not given)	-27	-10%	4%	?
O=C(Cc1cccc2ccccc12)N/N=C/C=C/c1cccc([N+](=O)[O-])c1	-21	3%	.	0

Entries above containing an aryl methoxy group:
SMILES	PNC assembly inh	12-hLO inh	ALOX15B inhib	IMPase cell inh
CCSc1nnc(NC(=O)CCc2ccc(OC)cc2)s1	59	2%	.	.
COc1ccc(CC(=O)Nc2ccc(S(=O)(=O)Nc3nc(C)cc(C)n3)cc2)cc1	-11	3%	0%	2
COc1ccc2c(c1)Cc1sc(NC(=O)c3ccccc3)nc1-2	-13	-10%	10%	3
COc1ccccc1C1CC(c2ccco2)=NN1c1ccccc1 (stereo not given)	32	-9%	.	-17
COc1ccc2nc(Nc3ccc4c(c3)OCO4)sc2c1	-18	0%	-17%	-1
COc1ccccc1CNC(=O)CN1CCC(n2cnc3cc(F)ccc32)CC1	26	1%	.	2
CCOC(=O)c1[nH]c(C)c(CN(CCc2ccc(OC)c(OC)c2)C(=O)CCCC(=O)O)c1C	30	-4%	-5%	4
COc1cccc(CC(=O)Nc2ccc3nc(C)sc3c2)c1	102	-1%	.	.
COc1ccc(-c2cc(C(=O)N3CCOCC3)c3cc(C)ccc3n2)cc1	36	-4%	-3%[2.29 µM]	-5
COc1ccc(/C=C/c2ccncc2)cc1OC	-97*	-3%	.	?
COc1cc(C)nc(N2CCCC(C(=O)Nc3cccc(Cl)c3Cl)C2)n1 (stereo not given)	-87*	-1%	1%	0
COc1ccccc1-c1nccc(NCc2cnc(C)cn2)n1	.	-5%	?	.
COc1ccc2c(c1)cc(C(=O)O)n2C	46	2%	-1%	1
COc1ccc(NC(=O)c2onc(C)c2Cl)cc1OC	26	-7%	3%	1
COc1ccc(/C=C/C(=O)NCC(=O)N/N=C/c2cc(Br)ccc2OCc2ccccc2)cc1	?	4%	2%	0
COc1cccc2c1OC(=O)CC2c1ccccc1C (stereo not given)	.	-5%[0.00818 µM]	-1%[0.0915 µM]	.

Screening data from PubChem.
